C8 TRAIL sens = sensitizes caspase-8 expressing cells to TRAIL. NB7+C8 cells + TRAIL, ATPlite viability luminescence. inhibition (viability loss, TRAIL sensitization), % at 10 µM. 360,000 compounds, 1% hits. AID 624354;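 active means compounds causing at least 50% loss of cell viability in the single-dose screen, relative to plate controls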
SRC1 inh = human NCOA1 inhibition. Q15788. HEK293 GAL4-SRC1 luciferase reporter, luminescence. inhibition, % at 3.6 µM. 360,000 compounds, 0.12% hits. AID 588354;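 active means inhibition above the campaign mean plus 3 SD, with each screening campaign given its own cutoff, cut at about 60% in these data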;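 further: 0% = DMSO treated cells and 100% = gossypol at 36 µM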
KKLEB tox = reduces viability of KKLEB cystic fibrosis airway cells | KKLEB CF airway cells viability, ATPlite luminescence, overnight; hits give low values; cells stimulated with P. aeruginosa culture filtrate | activity change (cytotoxicity), % at 5 µM | 360,000 compounds, 0.36% hits | AID 602141;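 active means corrected activity change at or below -50% at 5 µM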
CF NFkB block = cystic fibrosis NF-kB activation inhibition. KKLEB NF-kB-GFP reporter, PAF-induced, GFP fluorescence overnight. inhibition, % at 5 µM. 360,000 compounds, 0.86% hits. AID 588850;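 active means at least 50% inhibition at 5 µM, scaled per plate between neutral and stimulator controls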;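 further: PAF is a Pseudomonas aeruginosa culture filtrate used as stimulus; plate controls were PAF-stimulated DMSO wells for no effect and unstimulated DMSO wells for full effect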
TWEAK-Fn14 inh = inhibitors of TWEAK-Fn14 interaction signaling. TWEAK-stimulated Fn14 reporter cells, luciferase luminescence, 8 h. inhibition, % at 10 µM. 360,000 compounds, 2% hits; in the data active means inhibition above about 50%
Shn3 inh set2 = reduces Shn3 3'UTR luciferase signal in osteoblasts; Clone20 osteoblast Shn3 3'UTR firefly luciferase, 24 h; inhibition, % at 12.5 µM; 360,000 compounds, 0.52% hits; AID 588674;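 active means mean inhibition of at least 75% with every replicate also reaching 75%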;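 further: 0% = median of neutral control wells and 100% = pilot-screen positive control compound; some compounds past the cut are filed as inactive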
NR5A2 inv ag = NR5A2 inverse agonism in reporter assay | HEK293T StAR-luciferase reporter, LRH-1 transfected, 24 h | AID 602396 | 360,000 compounds, 0.13% hits | inhibition, % at 3.6 µM;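 active means inhibition above the mean inhibition of all tested compounds plus 3 SD, cut at about 73% in these data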;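 further: 0% = DMSO wells and 100% = reporter-only cells lacking LRH-1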
Target sequence (O00482 whole entry, looked up): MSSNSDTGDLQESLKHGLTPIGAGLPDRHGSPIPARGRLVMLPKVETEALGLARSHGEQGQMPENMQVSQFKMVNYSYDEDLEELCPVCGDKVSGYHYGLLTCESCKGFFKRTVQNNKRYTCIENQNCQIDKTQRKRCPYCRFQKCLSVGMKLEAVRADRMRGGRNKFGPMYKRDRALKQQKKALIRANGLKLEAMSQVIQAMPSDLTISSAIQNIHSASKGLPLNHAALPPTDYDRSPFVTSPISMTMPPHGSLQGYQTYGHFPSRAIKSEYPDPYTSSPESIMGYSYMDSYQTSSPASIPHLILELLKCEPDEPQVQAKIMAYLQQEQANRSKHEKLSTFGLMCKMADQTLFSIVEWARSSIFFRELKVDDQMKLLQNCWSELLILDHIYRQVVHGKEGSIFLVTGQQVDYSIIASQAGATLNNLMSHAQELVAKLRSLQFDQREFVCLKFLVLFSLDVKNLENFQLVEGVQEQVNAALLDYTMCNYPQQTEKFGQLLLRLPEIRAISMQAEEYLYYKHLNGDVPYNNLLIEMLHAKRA
TROY NFkB inh = TROY signaling inhibition; 360,000 compounds, 0.98% hits; Q293 LMP1-TROYcd NF-kB luciferase reporter, 4 h; AID 1347056; inhibition, % at 10 µM;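 active means compounds whose plate-normalised and pattern-corrected inhibition of the luciferase reporter signal at the single screening dose is 50% or more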
EBV LMP1 NFkB = inhibitors of Epstein-Barr LMP1-induced NF-kappaB reporter | LMP1-induced NF-kappaB luciferase reporter cells, luminescence | inhibition, % at 12.5 µM | 350,000 compounds, 0.69% hits | AID 504558; in the data active means inhibition above about 41%;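 further: 0% = neutral control wells and 100% = reference inhibitor control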
NR2F2 inh = blocks human COUP-TFII nuclear receptor | P24468 | HEK293T NGFI-A luciferase reporter, luminescence | inhibition, % at 8.6 µM | 370,000 compounds, 0.7% hits;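 active means inhibition above a per-plate cutoff, mean inhibition of test wells between control levels plus 3 SD, cut at about 38% in these data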;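 further: cells cotransfected with COUP-TFII expression vector driving the NGFI-A reporter; 0% = median of COUP-TF2 test wells and 100% = reporter-only cells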
Target sequence (P24468 whole entry, looked up): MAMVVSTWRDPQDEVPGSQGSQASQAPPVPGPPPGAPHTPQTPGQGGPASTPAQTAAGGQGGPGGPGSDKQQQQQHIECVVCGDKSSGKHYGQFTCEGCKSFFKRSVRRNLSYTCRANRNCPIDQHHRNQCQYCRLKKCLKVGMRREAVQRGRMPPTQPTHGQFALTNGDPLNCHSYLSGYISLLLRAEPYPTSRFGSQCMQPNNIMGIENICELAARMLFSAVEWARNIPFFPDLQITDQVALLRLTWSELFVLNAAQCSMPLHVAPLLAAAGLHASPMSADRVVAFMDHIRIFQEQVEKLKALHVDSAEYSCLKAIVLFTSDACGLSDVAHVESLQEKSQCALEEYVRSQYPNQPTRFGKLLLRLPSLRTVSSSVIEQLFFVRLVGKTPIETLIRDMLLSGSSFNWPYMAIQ
NCOA3 inh = inhibitors of human steroid receptor coactivator 3 (SRC3). inhibition, % at 3.6 µM. HEK293 GAL4-SRC3 luciferase reporter, luminescence. 360,000 compounds, 0.17% hits. Q9Y6Q9. AID 588352;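 active means inhibition above a per-campaign cutoff, the mean of all compounds plus 3 SD, cut at about 60% in these data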;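 further: 0% = DMSO-treated cells and 100% = gossypol-treated cells at 36 µM; higher means less SRC3-driven luciferase light from the GAL4 reporter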
* marks the source's active call; other numbers are inactive results; / = no result given. An excerpt. The share of hits here may be higher or lower than overall.

Every second line gives: C8 TRAIL sens	SRC1 inh	KKLEB tox	CF NFkB block	TWEAK-Fn14 inh	Shn3 inh set2	NR5A2 inv ag	TROY NFkB inh	EBV LMP1 NFkB	NR2F2 inh	NCOA3 inh
> Cc1ccc(C(O)(C(=O)NNS(=O)(=O)c2ccc(C)cc2)c2ccc(C)cc2)cc1
 : -6.4	-14.5	2.2	-6.1	21.1	-1.7	-3.3	4.0	-4.1	-9.3	14.9
> CC12CCC(C/C1=N/OC(=O)c1cccc([N+](=O)[O-])c1)C2(C)C (stereo unspecified)
 : 10.7	8.8	-9.8	14.9	2.9	9.6	1.6	5.4	-6.6	0.7	8.9
> O=C(CSc1nnc(-c2ccccc2)o1)NC1CCS(=O)(=O)C1 (stereo unspecified)
 : -0.7	1.4	-36.5	-11.2	-7.9	-16.2	-9.5	13.0	3.0	2.5	0.6
> CC(C)(CO)CNC(=O)CCc1nnc(C2(c3ccc(Cl)cc3)CCC2)o1
 : -2.2	-7.6	12.5	-20.3	-1.2	2.4	8.4	-9.3	-2.8	-16.1	-13.8
> COc1ccc(C(N)=S)cc1
 : 6.6	-2.7	1.5	-1.1	-0.8	5.1	-5.4	-6.7	4.4	16.8	8.8
> O=S(=O)(c1cnc[nH]1)N1CCN(c2ccc(Cl)cc2)CC1
 : 4.6	6.0	-9.0	-2.2	0.8	-13.2	5.0	6.7	-4.2	13.2	2.8
> C=CCn1c(SCC(=O)Nc2nnc(C)s2)nnc1C1CC1
 : -14.3	-14.8	3.6	18.2	0.3	4.5	5.8	29.6	5.2	-22.1	1.4
> COc1ccccc1C(=O)Nc1cccc(NC(C)=O)c1
 : 3.6	-2.8	-2.8	-3.1	-22.4	-0.2	-11.5	-11.4	-7.8	-8.3	-8.0
> O=C(COc1cccc(OC(F)F)c1)Nc1ccc(SC(F)F)cc1
 : 8.3	-19.4	-1.1	-2.5	-37.5	-12.5	-2.5	-4.0	-4.5	3.8	15.3
> O=C(CSc1n[nH]c(=O)n1C1CC1)NCc1ccccc1
 : 23.2	-8.2	12.3	-7.6	-5.3	0.0	-5.2	-8.9	1.2	-1.4	15.2
> CCCCCCCCNS(=O)(=O)CCNCc1ccco1
 : -2.1	5.2	-9.0	-2.8	-3.0	2.3	8.1	-5.4	-5.5	-2.0	3.0
> O=C(Nn1c(O)c(C=C2N=c3ccccc3=N2)sc1=S)c1ccccc1
 : -5.2	-4.9	-14.2	22.3	8.7	7.5	4.8	-17.9	-5.3	-15.2	19.4
> CCc1ccc(CNC(=O)CCc2nnc(Cc3cccc(C(F)(F)F)c3)o2)nc1
 : 0.2	11.5	-2.4	3.1	6.2	-17.7	-11.0	-8.5	11.2	14.4	-10.8
> C(=C\c1ccco1)/C=N/n1cnnc1
 : 8.2	4.0	4.1	8.8	0.6	-0.8	11.0	-17.8	3.9	-7.8	-1.3
> Nc1nnc(SCC(=O)c2ccccc2)s1
 : 0.8	-4.8	-19.1	6.4	-58.1	10.8	-12.1	-23.6	-2.1	0.7	-9.5
> CCCOC(=O)c1ccc2c(c1)C(=O)N(c1ccccc1)C2=O
 : -4.5	0.2	-3.8	-6.1	-1.3	1.2	0.6	-39.7	-5.1	13.2	9.5
> CC(Sc1nncn1C)C(=O)Nc1cc(C(F)(F)F)ccc1N1CCOCC1 (stereo unspecified)
 : 16.7	-4.3	3.1	-7.4	17.6	18.9	-1.3	-8.5	-1.0	18.1	23.2
> O=C(c1ccc2c3c(cccc13)CC2)C1CCCN(Cc2cccnc2)C1 (stereo unspecified)
 : 4.4	-11.2	-9.7	-0.2	-12.2	1.4	-9.2	9.7	-5.3	14.5	5.1
> Cc1ccc2oc(-c3cccc(N)c3)nc2c1
 : 62.6*	-103.0	-1.1	-48.2	51.0*	0.7	-130.7	2.5	-16.2	-45.3	-95.3
> O=C(NC1CCCC1)c1ncn[nH]1
 : -15.4	-7.2	-4.5	9.4	4.6	11.2	-11.1	1.6	2.7	-1.4	18.0
> COc1cc(/C=N/NC(=S)NCCN2CCOCC2)cc(OC)c1OC
 : 2.3	3.3	12.4	10.8	-27.1	11.0	9.3	-18.1	-8.7	-6.7	16.7
> Cc1ccc(CNc2nc(-c3cccnc3)nc3ccccc23)cc1
 : -5.4	-9.0	3.5	2.2	-1.9	29.6	6.2	18.9	-4.7	-3.5	15.0
> CCc1c(C)nc(SCC(=O)c2ccc(C)c(C)c2)[nH]c1=O
 : 41.4	-9.6	-3.3	-21.2	-6.3	17.8	-20.2	0.7	-2.3	-16.2	-7.4
> O=C(C1CCCCN1S(=O)(=O)c1ccccc1[N+](=O)[O-])N1CCOCC1 (stereo unspecified)
 : 1.3	16.9	-11.7	-1.3	-4.7	0.0	-11.2	13.4	7.7	-20.8	2.8
> O=C(NCCc1nc2ccccc2[nH]1)/C(=C/c1ccco1)NC(=O)c1ccc(Br)o1
 : 1.6	-15.6	5.1	-2.9	-19.7	-5.2	15.4	3.7	3.9	0.2	10.4
> CCOc1ccc(CCNC(=O)CS(=O)Cc2nc(-c3ccccc3C)oc2C)cc1OCC (stereo unspecified)
 : 3.5	-22.1	0.1	-20.5	-7.8	-8.0	-1.2	4.6	-4.2	9.9	6.6
> Cc1ccc(S(=O)(=O)Cc2ccc(C(=O)N3CCN(Cc4ccccc4)CC3)o2)cc1
 : -6.1	5.1	0.1	0.5	-7.7	-12.1	0.5	-10.5	-6.9	-11.6	3.3
> O=C(CS(=O)(=O)Cc1ccccc1)Nc1ccccn1
 : 3.4	-21.9	2.4	-2.4	6.4	3.3	-2.6	-0.5	5.7	-16.8	-26.3
> COc1ccc(N(CC(=O)N2CCN(C)CC2)S(=O)(=O)c2ccccc2)cc1
 : 7.0	-19.4	11.2	-20.8	7.7	3.7	-1.6	-2.4	2.8	1.2	-2.4
> CC1(C(=O)NCc2ccc(C(F)(F)F)cc2)CCN1Cc1ccccc1OC(F)F (stereo unspecified)
 : -8.8	-12.0	3.5	4.7	-1.9	5.5	20.6	15.0	/	-2.5	-0.3

With a hit mark in TWEAK-Fn14 inh, among the entries above:
Molecule	SRC1 inh	CF NFkB block	TWEAK-Fn14 inh	Shn3 inh set2	NR5A2 inv ag	EBV LMP1 NFkB	NR2F2 inh	NCOA3 inh
Cc1ccc2oc(-c3cccc(N)c3)nc2c1	-103.0	-48.2	51.0*	0.7	-130.7	-16.2	-45.3	-95.3

The listing picks up, starting two compounds before the break.
Every second line gives: C8 TRAIL sens	SRC1 inh	KKLEB tox	CF NFkB block	TWEAK-Fn14 inh	Shn3 inh set2	NR5A2 inv ag	TROY NFkB inh	EBV LMP1 NFkB	NR2F2 inh	NCOA3 inh
> COc1ccc(N(CC(=O)N2CCN(C)CC2)S(=O)(=O)c2ccccc2)cc1
 : 7.0	-19.4	11.2	-20.8	7.7	3.7	-1.6	-2.4	2.8	1.2	-2.4
> CC1(C(=O)NCc2ccc(C(F)(F)F)cc2)CCN1Cc1ccccc1OC(F)F (stereo unspecified)
 : -8.8	-12.0	3.5	4.7	-1.9	5.5	20.6	15.0	/	-2.5	-0.3
> COc1cccc(C2C(C#N)=C(N)Oc3c2oc(CO)cc3=O)c1OC (stereo unspecified)
 : 12.4	-13.4	2.6	-6.5	7.3	-27.5	-20.0	4.5	1.8	-11.9	-14.6
> COc1cc(O)ccc1C=O
 : -11.3	-19.7	5.6	-4.0	-3.2	-4.7	-4.3	-8.2	-9.7	-16.4	21.6
> Cc1ccc2cc(CN(Cc3ccco3)C(=O)c3cccs3)c(=O)[nH]c2c1
 : 2.6	-18.1	-5.8	15.8	7.6	11.3	-6.4	-59.5	17.4	-16.3	-2.0
> Cc1ccc(NC(=O)C2CCN(c3cnccn3)CC2)cc1
 : -4.6	1.2	1.0	16.7	9.0	-1.9	9.9	-11.3	-7.2	11.5	2.4
> COc1ccc(/C=C2\CCC(C3CCCC3)C2=O)cc1 (stereo unspecified)
 : -1.0	-50.8	-1.2	7.0	49.4	-19.7	-38.5	26.8	-31.9	-18.5	-62.2
> O=C(NCCC(=O)N1CCN(S(=O)(=O)c2ccc(F)cc2)CC1)Nc1ccccc1
 : 12.6	10.0	-10.5	-1.3	-0.8	20.0	-5.2	1.5	12.8	3.0	6.8
> CC(C)(C)NC(=O)C(c1ccccc1)N(C(=O)CNC(=O)c1cccs1)c1cccnc1 (stereo unspecified)
 : 2.6	-8.5	3.2	-2.4	0.2	-6.7	-2.2	-8.5	-1.3	-16.4	4.1
> CC(=O)N1N=C(c2ccncc2)OC12CCCCC2
 : 1.0	-23.4	-2.1	11.5	-13.8	7.1	13.1	4.9	0.1	3.6	-2.6
> O=C(NC(NC(=S)N1CCOCC1)C(Cl)(Cl)Cl)c1ccc(Cl)cc1 (stereo unspecified)
 : 31.0	24.9	-14.6	17.6	16.8	57.9	44.2	13.0	14.6	12.6	39.2
> CN(CC(=O)Nc1cccc(Cl)c1)S(=O)(=O)c1ccc2c(c1)n(C)c(=O)c(=O)n2C
 : -2.4	4.7	25.3	-13.3	-22.6	-18.8	5.5	10.1	-1.1	-14.9	-30.1
> Cc1ccnc2c1ccc1ccccc12
 : -5.7	5.8	4.6	0.3	-28.9	-15.7	3.5	20.1	6.1	-3.0	-32.5
> O=C1/C(=C\c2cc(Br)cc(Br)c2O)SC(=S)N1Cc1ccccc1
 : 27.0	-4.1	-45.3	26.1	10.3	13.2	-5.1	38.4	34.1	/	-7.3
> COc1ccccc1CNc1ccc2nnc(CCNC(=O)c3ccccc3)n2n1
 : 0.9	0.5	2.0	-8.3	-7.2	1.5	-6.0	-2.2	-1.4	-6.3	7.8
> CCC(NS(=O)(=O)c1cnn(CC)c1)c1ccccc1 (stereo unspecified)
 : -4.1	0.0	-9.0	15.0	2.8	1.1	-1.4	24.9	-7.1	24.0	-11.8
> O=C(CNC(=O)C12CC3CC(CC(C3)C1)C2)NCc1ccccc1
 : -4.5	-9.1	-10.3	18.3	5.1	-1.4	-3.6	-25.8	-1.5	-25.5	5.8
> CC(C)c1ccc(C(=O)OCC(=O)Nc2cccc(S(=O)(=O)NC3=NCCC3)c2)cc1
 : 0.4	9.9	1.5	-6.9	12.7	-16.2	-12.3	7.3	7.1	-4.5	-7.2
> CCCCn1c(=N)n(CCOc2ccc(C)cc2)c2ccccc21
 : 22.1	2.9	-2.6	3.6	-6.5	32.2	-1.1	13.7	-0.6	4.2	23.6
> COc1ccccc1-c1cc(C(F)(F)F)n2ncc(C(=O)N3CCc4ccccc4C3)c2n1
 : 7.0	-3.7	-6.8	-1.1	-4.3	13.4	-33.9	28.2	-3.7	-10.2	-10.7
> O=c1cc(CN2CCCCC2)c2ccccc2o1
 : -3.8	1.5	-14.3	-12.4	15.4	-17.7	-16.8	3.5	/	-5.8	-7.4
> Cc1ccc2c(CC(=O)NC3=NCCS3)coc2c1
 : -6.3	-14.5	7.4	-6.6	-9.9	-11.5	-1.9	-15.9	-3.9	-17.4	-9.4
> CCc1cccc(C)c1NC(=O)c1ccccc1
 : 2.3	4.0	2.7	4.3	-2.3	-5.9	6.5	-0.5	2.5	-22.3	2.1
> COC(=O)C1CC(=O)N(c2ccc(C)cc2)C1 (stereo unspecified)
 : -2.8	-13.6	19.0	-7.7	0.2	-5.4	-2.4	-5.5	-9.3	5.7	-1.5

Screening data as filed in PubChem BioAssay.
